Screening data from PubChem.
ERG Ets-DNA blk: qHTS for Small Molecule Inhibitors of the ERG Ets/DNA interaction. Transcriptional regulator ERG (Homo sapiens), P11308. fluorescence polarization, His-ERG Ets domain / labelled DNA. Potency, µM (highest dose often 76.9 µM), inactives show at the highest dose FP activity, negative = inhibition, usual class: inhibitors. hit rate 0.028% among 370,000. AID 624246, 2012; active means well fitted inhibition curve with a large enough effect in the polarisation, with a control signal flat; inconclusive means small, poorly fitted or top-dose-only effect, or effect the other way, or a change in a side signal; inactive means no such curve, though single readings can be large or run the other way; the % refers to the polarisation;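 further: polarization taken with two DNA probes labelled with fluorescein and Texas red; potency means the concentration at half of the fitted maximal effect; % of control where 0% means no effect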
Target sequence (P11308 whole entry, looked up, the tested form may be a part): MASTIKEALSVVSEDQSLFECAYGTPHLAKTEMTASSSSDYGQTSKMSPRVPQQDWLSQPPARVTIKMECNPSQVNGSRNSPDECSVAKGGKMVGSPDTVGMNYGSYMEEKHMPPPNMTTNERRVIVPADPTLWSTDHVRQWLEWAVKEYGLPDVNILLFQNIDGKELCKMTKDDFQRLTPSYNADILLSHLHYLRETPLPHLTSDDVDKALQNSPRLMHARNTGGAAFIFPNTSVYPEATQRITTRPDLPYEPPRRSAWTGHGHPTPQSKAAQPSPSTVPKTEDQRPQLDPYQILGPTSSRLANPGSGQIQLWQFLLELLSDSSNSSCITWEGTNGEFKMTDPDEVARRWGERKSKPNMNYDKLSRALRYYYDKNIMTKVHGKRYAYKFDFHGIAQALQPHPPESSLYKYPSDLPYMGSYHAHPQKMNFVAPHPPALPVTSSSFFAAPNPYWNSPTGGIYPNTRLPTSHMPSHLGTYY
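His-tagged ERG Ets domain (1 uM in the protein solution; 300mM KCl, 50mM Tris-HCl, 1mM EDTA, 1mM DTT, pH 7.5) received compound, then a probe mix of 5 nM fluorescein-DNA and 100nM Texas-615-DNA. Fluorescence polarization was read for both dyes.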
HP1b chromo inh: HTS for Inhibitors of HP1-beta Chromodomain Interactions with Methylated Histone Tails; Chromobox protein homolog 1 (Homo sapiens), P83916; AlphaScreen HP1-beta / biotin-H3K9me3 peptide binding; Potency, µM (doses to about 114 µM), without a hit: at the top dose activity change, negative = inhibition, most hits filed as inhibitors; hit rate 0.56% among 390,000; AID 540317, 2011; further: potency means the concentration at half of the fitted maximal effect; nearly all actives have a fitted effect of over 70% in size; inactives centre near 23
Target sequence (P83916 whole entry, looked up): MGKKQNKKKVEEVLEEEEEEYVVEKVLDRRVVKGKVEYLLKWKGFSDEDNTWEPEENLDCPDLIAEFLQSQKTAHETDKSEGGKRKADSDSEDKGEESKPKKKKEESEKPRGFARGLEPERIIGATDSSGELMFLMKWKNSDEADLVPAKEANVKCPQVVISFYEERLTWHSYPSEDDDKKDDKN
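Compound inhibition of the preformed complex between 50 nM HP1-beta and 50 nM biotinylated H3K9me3 peptide was read by AlphaScreen. Buffer was PBS pH 7.4 with 0.01% Tween-20. Incubations ran 30 min at room temperature, with 10 ug/mL donor/acceptor beads.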
GLS inhibitor: qHTS for Inhibitors of Glutaminase (GLS). Glutaminase kidney isoform, mitochondrial (Homo sapiens), O94925. GLS enzymatic activity, qHTS titration. Potency, µM (doses to about 45.5 µM), inactives show at the highest dose activity change, negative = inhibition, most hits filed as inhibitors. hit rate 0.21% among 410,000. AID 624170, 2012; further: potency means the concentration at half of the fitted maximal effect; on the % scale 0 is the no-effect control and ±100 the full control effect
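Human kidney-isoform GLS in 45 mM KH2PO4 pH 8.2, 0.02% Tween-20, with compound, started with 1mM L-Glutamine (added stock). Glutamate oxidase/HRP/Amplex red coupled fluorescence read at start and after 30 min at RT.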
Pin1 inh: qHTS Assay to Find Inhibitors of Pin1; hit rate 0.009% among 390,000; AID 504891, 2011; Peptidyl-prolyl cis-trans isomerase NIMA-interacting 1 (Homo sapiens), Q13526; Potency, µM (doses to about 115 µM), without a hit: at the top dose activity, negative = inhibition, usual class: inhibitors; Pin1 FP peptide displacement, HiFluor488, 10 min; active means well fitted inhibition curve with a large enough effect in the polarisation, with a control signal flat, not every such curve was filed as active; inconclusive means small, poorly fitted or top-dose-only effect, or effect the other way, or a change in a side signal; inactive means no such curve, though single readings can be large or run the other way; the % refers to the polarisation; further: potency means the concentration at half of the fitted maximal effect; on the % scale 0 is the no-effect control and ±100 the full control effect
BAZ2B block: qHTS Assay for Inhibitors of BAZ2B; Bromodomain adjacent to zinc finger domain protein 2B (Homo sapiens), Q9UIF8; Potency, µM (top dose mostly 114 µM), inactives show top-dose activity change, negative = inhibition, usual class: inhibitors; AlphaScreen BAZ2B-H3K14Ac peptide displacement; hit rate 4.4% among 360,000; AID 504333, 2011; further: potency means the concentration at half of the fitted maximal effect; on the % scale 0 is the no-effect control and ±100 the full control effect; nearly all actives have a fitted effect of over 60% in size
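Complex of BAZ2B and biotin-H3K14Ac (50 nM apiece) forms over 30 min at RT, then faces library compounds up to 110 uM for another 30 min; AlphaScreen beads added, 20 min dark incubation, luminescence read.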
JMJD2A Tudor inh: qHTS Assay for Inhibitors of JMJD2A-Tudor Domain; Lysine-specific demethylase 4A (Homo sapiens), O75164; AlphaScreen JMJD2A-Tudor / H3K4me3 peptide binding; Potency, µM (top dose mostly 114 µM), for inactives: at the highest dose activity change, negative = inhibition, usual class: inhibitors; hit rate 4.4% among 390,000; further: potency means the concentration at half of the fitted maximal effect; on the % scale 0 is the no-effect control and ±100 the full control effect; nearly all actives have a fitted effect of over 50% in size
PI4K2A inh: qHTS for small molecular inhibitors of PI4K2A; purified PI4K2A, ADP-Glo luminescence, 1 h; stronger effect = lower value; Phosphatidylinositol 4-kinase type 2-alpha (Homo sapiens), Q9BTU6; hit rate 0.13% among 420,000; AID 1346378, 2018; activity change, negative = inhibition, % at 76.9 µM; in the data active means activity change below about -50%; inconclusive means mostly about -30% to -49%;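 further: -100% = wells without enzyme as full effect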
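PI4K2A activity was measured by ADP-Glo luminescence: enzyme (4 ug/mL stock) and phosphatidylinositol (1.2 mM stock) in Tris pH 7.5/MgCl2/EGTA/Triton X-100 buffer were reacted with ATP (300 microM stock) for one hour at ambient temperature.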
Tb PGK inh: qHTS Assay to Find Inhibitors of Phosphoglycerate Kinase; PGK/GAPDH coupled, Kinase-Glo luminescence, 60 min; Potency, µM (doses to about 57.5 µM), inactives show top-dose activity change, negative = inhibition, usual class: inhibitors; hit rate 0.043% among 380,000; AID 602233, 2012; further: potency means the concentration at half of the fitted maximal effect; on the % scale 0 is the no-effect control and ±100 the full control effect; nearly all actives have a fitted effect of over 60% in size
Target sequence (P07378 whole entry, looked up): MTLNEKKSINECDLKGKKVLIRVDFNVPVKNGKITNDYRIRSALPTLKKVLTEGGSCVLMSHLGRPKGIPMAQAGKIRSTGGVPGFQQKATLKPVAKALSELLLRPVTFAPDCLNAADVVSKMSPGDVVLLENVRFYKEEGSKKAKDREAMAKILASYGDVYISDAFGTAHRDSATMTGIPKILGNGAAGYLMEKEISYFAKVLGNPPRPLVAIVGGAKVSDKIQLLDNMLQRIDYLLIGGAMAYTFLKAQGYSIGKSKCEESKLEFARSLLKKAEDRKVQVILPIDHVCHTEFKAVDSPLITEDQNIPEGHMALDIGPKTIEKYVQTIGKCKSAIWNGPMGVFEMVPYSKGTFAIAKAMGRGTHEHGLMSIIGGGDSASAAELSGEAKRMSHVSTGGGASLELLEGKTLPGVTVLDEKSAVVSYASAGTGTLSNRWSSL
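Recombinant glycosomal PGK reaction used 1,3-bisphosphoglycerate generated in-well by GAPDH (100nM final) in 100mM TEA pH 7.6, 5mM MgCl2, 0.01% Tween-20. After 60 minutes at room temperature, ATP was read by Kinase-Glo Plus luminescence end-point.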
G9a inh: qHTS Assay for Inhibitors of Histone Lysine Methyltransferase G9a; Histone-lysine N-methyltransferase EHMT2 (Homo sapiens), Q96KQ7; G9a H3K9 monomethylation, AlphaScreen, 2 h; Potency, µM (titrated, usually from 102 µM), for the others: at the highest dose activity, negative = inhibition, usual class: inhibitors; hit rate 8.8% among 350,000; further: potency means the concentration at half of the fitted maximal effect; on the % scale 0 is the no-effect control and ±100 the full control effect; nearly all actives have a fitted effect of over 75% in size
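G9a (20 nM) was preincubated 15 min with compound, then reacted 2 h at room temperature with 500 nM biotin-H3K9 peptide and 20 µM SAM. Monomethyl-H3K9 detected by AlphaScreen using anti-H3K9me1 antibody.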
* hit, by the source's call; i = inactive; u = inconclusive; x = no result given; [ ] = dose if it differs, or a comment. Unless noted, the call rests on the fitted dose curve; in most records, active means well fitted curve in the direction sought with a large enough effect; inconclusive means small, poorly fitted or top-dose-only effect, or another doubt; inactive means no such curve, though single readings can be large; an effect the other way counts as inactive or inconclusive.

nr	SMILES	ERG Ets-DNA blk	HP1b chromo inh	GLS inhibitor	Pin1 inh	BAZ2B block	JMJD2A Tudor inh	PI4K2A inh	Tb PGK inh	G9a inh
1	Cc1ccc(NC(=O)NCC2CCN(Cc3cccc(Cl)c3)CC2)c(Cl)c1	-6%	-5%	-5%	-5%	-11%	u	-5	-9%	-2%
2	O=C(CSc1nnnn1C1CCCC1)Nc1ccccc1F	5%	44%[activator]	-3%	10%	-4%	7%	2	9%	23%[12.7 µM]
3	CCc1cccc(NC(=O)CCc2nc3sc4c(c3c(=O)[nH]2)CCCC4)c1	2%	6%	8%	57%[activator]	71µM*	u	1	4%	-32%
4	O=C(COC(=O)c1ccc(Br)o1)Nc1ccc2[nH]c(=O)[nH]c2c1	9%	25%	-9%	10%	7%	-10%	-2	-1%	17%[12.7 µM]
5	CCC1CCCCN1CCCNC(=O)c1ccc2nc(N3CCCCC3)sc2c1 (stereo not drawn)	8%	40%[activator]	-2%	1%	1%	-8%	-29	i	u
6	COc1ccc(S(=O)(=O)NC(CC(=O)O)c2ccco2)cc1 (stereo not drawn)	0%	32%	-3%	-1%	3%	-4%	-7	0%	1%
7	COc1ccc(-c2noc(CCCC(=O)Nc3cccc(Cl)c3C)n2)cc1	2%	49%[activator]	-3%	-2%	-13%	-3%	-2	-8%	6%[59 µM]
8	COc1ccc(OCC(=O)Nc2ccccc2C(=O)NC(C)C)cc1	14%	24%	0%	-4%	-15%	-15%	-1	i	x
9	CCOc1ccc(N2C(=O)Nc3ccccc3C2(O)C(=O)NCc2ccc(F)cc2)cc1 (stereo not drawn)	-2%	14%	26%	0%	-8%	-10%	2	i	3%
10	CCC(C)(C)C(=O)Nc1cc([N+](=O)[O-])ccc1Cl	8%	44%[activator]	-13%	0%	8%	4%	2	i	-5%[59 µM]
11	COc1ccc(NC(=O)N(Cc2ccco2)C2CCN(C(C)=O)CC2)c(OC)c1	-4%	30%	-9%	-4%	3%	-20%	0	1%	-6%[59 µM]
12	Cn1c(=O)c2c(nc(NCc3ccc4c(c3)OCO4)n2Cc2ccccc2)n(C)c1=O	7%	-16%	5%	-1%	-34%	-35%	-4	-8%	13%[12.7 µM]
13	Cc1ccc(S(=O)(=O)NC(C)(C)CN2CCCCC2)cc1	6%	20%	3%	-2%	-4%	-14%	0	8%	35%
14	CCOC(=O)c1c(S(=O)(=O)N2CCC(C(=O)NCc3ccccc3Cl)CC2)c(C)n(C)c1C	-10%	24%	-5%	-4%	-15%	-20%	0	-7%	10%[59 µM]
15	O=C(CN1C(=O)c2cccc3cccc1c23)Nc1ccc(S(=O)(=O)Nc2nccs2)cc1	-6%	23%	x	27%	u	-33%	-6	-5%	-10%[59 µM]
16	CCC(C)NC(=O)CSc1n[nH]c(=O)n1CCc1ccccc1 (stereo not drawn)	-9%	0%	3%	-7%	1%	-9%	1	-1%	-10%[59 µM]
17	COCC(=O)Nc1cccc2ccccc12	0%	20%	6%	-3%	26%	-2%	-1	-4%	0%[12.7 µM]
18	CCCc1nc2ccccc2c(=O)n1NC(=O)c1c(O)c2cccc3c2n(c1=O)CCC3	8%	50%	2%	4%	23%	3%	-6	7%	-34%[12.7 µM]
19	CN1CCN(S(=O)(=O)c2ccc(NC(=O)c3ccc(Br)o3)cc2)CC1	-3%	17%	-4%	-2%	u	1%	1	-7%	-9%[59 µM]
20	Fc1ccc(-n2nnc(-c3cccnc3Cl)n2)cc1	0%	48%[activator]	-5%	-4%	0%	11%	-5	-1%	-29%[59 µM]
21	CC(C)(C)OC(=O)C(C(=O)OC(C)(C)C)c1ccc(Cl)nn1	5%	45%[activator]	-5%	2%	-12%	-3%	0	-6%	27%
22	C#CCOc1c(Cl)cc(/C=N/O)cc1OC	u	16%	13%	0%	8%	-11%	-2	-2%	5%[59 µM]
23	O=C(COc1ccccc1F)Nc1ccc(S(=O)(=O)Nc2nccs2)cc1	8%	26%	10%	2%	-18%	-12%	1	-1%	16%
24	CCOC(=O)C1=CN(Cc2cccc(F)c2)S(=O)(=O)NC1c1ccc(F)c(Cl)c1 (stereo not drawn)	-8%	93%[activator]	-5%	10%	x	4%	-5	-4%	x
25	O=C(NCc1ccco1)NC12CC3CC(CC(C3)C1)C2	-27%	7%	15%	-1%	2%	-11%	4	1%	-17%[12.7 µM]
26	CCOCCCNC(=O)c1cn(C)c2ccc(S(=O)(=O)N3CCCCC3)cc2c1=O	-1%	23%	8%	-3%	-30%	-6%	1	5%	68%[activator]
27	COc1ccc(C2CC(=O)c3cc(OC)c(OC)cc32)cc1OC (stereo not drawn)	-7%	-3%	0%	-1%	8%	-15%	-1	i	5%
28	C=CCSc1nc2sc(C)c(C)c2c(=O)[nH]1	3%	30%	-1%	7%	-2%	-20%	4	i	9%[59 µM]
29	C=CCn1c(SCC(=O)Nc2sccc2C(N)=O)nc2sc(CC)cc2c1=O	-4%	6%	7%	25%	-6%	-18%	8	-2%	-5%[59 µM]
30	CC(C)(C)NC(=S)N/N=C/c1c(Cl)cccc1Cl	2%	31%	2%	-5%	u	-14%	-2	i	x
31	COc1ccc(NC(=O)c2oc3ccccc3c2C)cn1	12%	25%	-4%	-17%	u	-18%	2	i	32%
32	FC(F)(F)c1nnc2ccc(N3CCCCC3)nn12	-2%	2%	6%	-1%	x	-5%	2	i	x
33	O=C(c1cc(C2CC2)on1)N1CCOCC1	-4%	32%	-6%	5%	4%	-3%	-2	-5%	-4%
34	COC(=O)c1ccc(/C=C2\N=C(SC)SC2=O)cc1	-1%	0%	12%	0%	11%	-23%	-4	i	-1%
35	COc1ccc(OC)c(NC(=O)COC(=O)c2ccc(OC)c(S(=O)(=O)N3CCCC3)c2)c1	13%	32%	-1%	u	3%	1%	1	-8%	11%[12.7 µM]
36	Cc1ccc(CN=Cc2[nH]c3ccc(Br)c(Cl)c3c2O)cc1	x	45µM*	-12%	u	u	50µM*	1	x	28µM*
37	CCN1CCN(Cc2c3ccccc3cc3ccccc23)CC1	-20%	11%	-17%	-4%	-9%	-5%	-1	-1%	u
38	Cn1c(CN2CCOCC2)nnc1SCC(=O)Nc1ccc2c(c1)OCCO2	3%	44%[activator]	-11%	-4%	-2%	-3%	0	0%	u
39	COc1cc(OC)cc(C(=O)Nc2ccc(-c3nc4ccccc4o3)cc2)c1	-4%	26%	15%	20%	-1%	3%[57.1 µM]	-5	14%	-9%
40	CC(C)Nc1nc(NC(C)C)nc(Oc2ccc(OCc3ccccc3)nn2)n1	9%	6%	11%	-5%	3%	-21%	-6	-7%	-9%[12.7 µM]
41	O=C(NCc1ccco1)C(c1ccccc1)N(CC1CCCO1)C(=O)Cn1nnc2ccccc21 (stereo not drawn)	-12%	22%	16%	-3%	20%	-12%	0	11%	20%[12.7 µM]
42	CSCCC(NC(=O)c1ccccc1)C(=O)NNC(=O)c1ccccc1 (stereo not drawn)	-7%	23%	0%	-2%	x	-15%	-7	-5%	x
43	O=C(Nc1cccnc1)c1sc2cccc(F)c2c1Cl	-7%	27%	-20%	-5%	-6%	-3%	-2	10%	-2%
44	COc1ccc(OC)c(NC(=O)C2CCCCC2C(=O)O)c1 (stereo not drawn)	3%	28%	-3%	-6%	-1%	-7%	-1	-4%	11%[59 µM]
45	CCN(C(=S)NC(=O)c1ccccc1Br)C1CCCCC1	-10%	25%	3%	1%	u	-7%	3	-8%	-24%
46	O=C(COC(=O)/C=C/c1ccc(C(F)(F)F)cc1)NCc1ccco1	0%	40%[activator]	1%	0%	-16%	-2%	-3	-5%	9%
47	O=C(c1noc2c1CCCC2)N1CCOCC1	5%	10%	6%	0%	6%	-14%	3	-1%	14%[2.33 µM]
48	CCC(C)C(NC(=O)CCC(=O)OCC(=O)[C@@]1(O)CCC2[C@@H]3CCC4=CC(=O)C=C[C@]4(C)C3[C@@H](O)C[C@@]21C)C(=O)O (stereo partly drawn)	-11%	19%	0%	-4%	0%	-8%	-1	i	6%
49	CCOC(=O)c1cnc2c(C(F)(F)F)cccc2c1N1CCN(C)CC1	-2%	22%	8%	-2%	-26%	-19%	4	-2%	-45%
50	O=C(CN1C(=O)CCSc2ccccc21)Nc1ccc(C(F)(F)F)cc1	7%	19%	6%	10%	-3%	-9%	-1	0%	-31%[59 µM]
51	O=C(CNc1ccccc1C(=O)O)c1ccccc1	3%	18%	-7%	-7%	-19%	-20%	-2	-4%	x
52	COC(=O)CC(NC(=S)NC(=O)c1ccccc1)c1ccc(Br)cc1 (stereo not drawn)	-1%	25%	-4%	17%	-19%	-8%	0	x	40µM*

Random draw from the library (roughly 11% active in at least one column).
